Screening data as filed in PubChem BioAssay.
MCF10A rereplic: inducers of DNA re-replication in MCF 10A breast cells. MCF 10A DNA re-replication, Hoechst nuclear intensity, 48 h. actives 2.9% (n = 350,000). AID 624296. Potency, µM (titrated, usually from 46.1 µM), for inactives: top-dose activity, positive = re-replication, usual class: activators; also: potency is read from the fitted curve at half-maximal effect; % of control where 0% means no effect; nearly all actives have a fitted effect of over 50% in size
ATXN2 expr inh: ATXN2 expression inhibition. HEK-293 ATXN2-luciferase reporter, luminescence, 24 h. Potency, µM (series often up to 57 µM), for inactives: at the highest dose activity change, negative = inhibition, usual class: inhibitors. actives 0.72% (n = 360,000). AID 1745845; also: potency is read from the fitted curve at half-maximal effect; % is scaled to controls: 0 for no effect and ±100 for the full control effect; nearly all actives have a fitted effect of over 55% in size
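ATXN2-luciferase reporter cells (luciferase flanked by upstream and downstream ATXN2 gene portions) were treated 24 h at 37 °C with compounds at up to 57 uM. SteadyGlo luminescence gave expression; GF-AFC fluorescence gave viability.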
KB-3-1 cytotox: KB-3-1 parental cell cytotoxicity. KB-3-1 viability, CellTiter-Glo ATP luminescence, 72 h. Potency, µM (doses to about 46.1 µM), for inactives: at the top dose activity change, negative = cytotoxic, most hits filed as cytotoxic. actives 1.4% (n = 400,000); also: potency is read from the fitted curve at half-maximal effect; % is scaled to controls: 0 for no effect and ±100 for the full control effect; nearly all actives have a fitted effect of over 60% in size
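Here the drug-naive KB-3-1 line serves as comparator for MDR sub-line selectivity; cells received compound titrations, 72 h at 37 °C, then CellTiter-Glo readout.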
HT1080-NT tox: kills 2HG-producing HT-1080-NT fibrosarcoma cells; HT-1080-NT fibrosarcoma viability, CellTiter-Glo ATP luminescence, 48 h; Potency, µM (titrated, usually from 46.1 µM), without a hit: at the highest dose activity, negative = less viability, hits mostly cytotoxic; actives 1.6% (n = 360,000); AID 686970;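 also: NT is the 2HG producing partner of a matched IDH1 knockdown line; potency is read from the fitted curve at half-maximal effect; 0% = DMSO-treated cells and -100% = media-only wells without cells; nearly all actives have a fitted effect of over 55% in size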
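HT-1080-NT; 750 cells/well; 5% FBS RPMI; 48 h compound, 37 degrees C; CellTiter-Glo luminescence; curve fitting and curve-class assignment.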
S2 tox: cell viability loss in ATXN counter-screen; S2 cells (HEK-293 line with an ATXN2-luciferase reporter) viability, CellTiter-Fluor protease fluorescence, 24 h; Potency, µM (series often up to 56.7 µM), actives largely listed as cytotoxic; actives 0.49% (n = 400,000); also: potency is read from the fitted curve at half-maximal effect; nearly all actives have a fitted effect of over 40% in size
HT1080 IDH1KD tx: toxicity to HT-1080 IDH1 knockdown cells (counter line) | Potency, µM (doses to about 46.1 µM), for inactives: at the highest dose activity, negative = toxicity, actives largely listed as cytotoxic | actives 2% (n = 360,000) | HT-1080 IDH1 knockdown viability, ATP luminescence, 48 h | AID 686971;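 also: potency is read from the fitted curve at half-maximal effect; 0% = DMSO wells and -100% = cell-free medium wells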
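Knockdown cells (IDH1KD HT-1080) received compounds 2 h after plating at 750 cells/well and were kept 48 h at 37 °C in 5% FBS RPMI. A CellTiter-Glo luminescence read gave % activity for curve fitting.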
IL-1B inflam inh: inflammasome signaling inhibition, IL-1 beta readout | THP-1 LPS/ATP IL-1B secretion, AlphaLISA, 16 h; active compounds read low | actives 4.7% (n = 360,000) | activity change, % at 57.5 µM; in the data active = activity change below about -50%; inconclusive = mostly about -30% to -49%; also: % is scaled to controls: 0 for no effect and ±100 for the full control effect
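Secreted IL-1B measured by AlphaLISA bead assay after 16 h compound exposure of THP-1 cells; compounds (final up to 57.5 uM) added 1 h before LPS (250 ng/mL) and ATP (1.25 mM) stimulation; lower signal means less secretion.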
SW480 rereplic: induces DNA re-replication in SW480 colon adenocarcinoma cells; Potency, µM (series often up to 46.1 µM), for inactives: top-dose re-replication activation, actives largely listed as activators; SW480 DNA re-replication, Hoechst DNA content imaging, 48 h; actives 1.8% (n = 340,000); AID 624297; also: potency is read from the fitted curve at half-maximal effect; % of control where 0% means no effect; nearly all actives have a fitted effect of over 55% in size
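Hoechst fluorescence of nuclei (405 nm excitation, 500-530 nm emission) measured by plate-scanning imager after 48 hr compound exposure at 37 C; re-replication scored as increased number of nuclei with elevated intensity.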
KB-V1 cytotox: KB-V1 MDR subline cytotoxicity. KB-V1 MDR cells viability, CellTiter-Glo, 72 h. Potency, µM (highest dose often 46.1 µM), without a hit: top-dose activity change, negative = cytotoxicity, actives largely listed as cytotoxic. actives 3.4% (n = 400,000). AID 1347076; also: potency is read from the fitted curve at half-maximal effect; % is scaled to controls: 0 for no effect and ±100 for the full control effect; nearly all actives have a fitted effect of over 60% in size
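KB-V1 MDR subline cells in DMEM (phenol-red free, 10% FBS) exposed to compounds in qHTS concentration series for 72 h at 37 degrees C. Viability read by CellTiter-Glo luminescence; concentration-effect curves fitted after normalization and correction.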
* marks the source's active call; other numbers are inactive results; i = inactive; ? = inconclusive; . = not tested or not shown; & = joins results of further samples; [ ] = dose if it differs, or a comment. Unless noted, calls follow the shape of the dose curve; as a rule, active = well fitted curve in the direction sought with a large enough effect; inconclusive = small, poorly fitted or top-dose-only effect, or another doubt; inactive = no such curve, though single readings can be large; an effect the other way counts as inactive or inconclusive.

SMILES	MCF10A rereplic	ATXN2 expr inh	KB-3-1 cytotox	HT1080-NT tox	S2 tox	HT1080 IDH1KD tx	IL-1B inflam inh	SW480 rereplic	KB-V1 cytotox
Cc1nc2ccc(NS(=O)(=O)c3ccc(F)c(C)c3)cc2[nH]1	2%	.	?	-17%	i	-26%	20	3%	-15%
COc1ccc(-c2nc3cc(NC(=O)COc4ccccc4C)ccc3o2)cc1	.	7%	2%	.	i	.	.	.	8%
CCOC(=O)Cn1nc(C)c(NC(=O)c2ccc([N+](=O)[O-])c(C)c2)c1C	3%	11%	-1%	18%	i	17%	-3	-5%	1%
COc1ccc(C(=O)NCCS(=O)(=O)NC2CCCC2)cc1	6%	-8%	0%	-5%	i	-8%	4	27%	3%
COc1cccc(CN(C)C(=O)C23CC4CC(CC(C4)C2)C3)c1	10%	-2%	6%	-26%	i	-19%	-6	3%	-24%
O=C(c1ncc[nH]1)c1cccs1	5%	22%	?	?	i	2%	-7	-6%	-2%
CCCC(=O)Nc1nnc(S(=O)(=O)N2CCCCCC2)s1	8%	1%&-11%	17%&1%	9%	i	2%	-3	-4%	-7%&-5%
CC(C)N1CCC(C)(C(=O)Nc2cccc3c2CCCC3)C1 (stereo not drawn)	.	3%	0%	7%	?	22%	0	.	6%
c1ccc(-c2cc(-c3ccccc3)ncn2)cc1	-1%	30%	?	5%	i	4%	15	-8%	11%
COc1ccccc1-c1nnc(SCC(=O)O)n1-c1ccc(C)cc1	1%	-14%	-5%	4%	i	1%	0	-29%	4%
COc1ccccc1NC(=O)N1CCOCC1	-17%	6%	7%	11%	i	19%	6	-9%	?
COc1ccc(OC)c(S(=O)(=O)N2CCC(C(=O)Nc3cc(C)ccc3C)CC2)c1	?	-9%	-13%	2%	i	2%[9.24 µM]	-24	4.6µM*	?
COc1cccc(C2Nc3ccc4ccccc4c3C3=C2C(=O)CC(C)(C)C3)c1OCC(=O)O (stereo not drawn)	3%	.	-7%	-13%	i	-11%	22	-14%	-6%
Cc1ccccc1OCc1occc1C(=O)Nc1cccc(-n2cnnn2)c1	-6%	.	16µM*	-29%	i	?	11	-3%	?
CCOc1ccccc1N1CCN(CC(=O)N(C2CCCC2)C2CCS(=O)(=O)C2)CC1 (stereo not drawn)	3%	1%	1%	1%	i	5%	-10	-15%	-15%
COC(=O)c1cc(NC2(c3ccccc3)C(=O)c3ccccc3C2=O)cc(C(=O)OC)c1	.	16%	0%	.	i	.	.	.	?
Cc1cccc2nc(CSc3ncccc3C(=O)O)cn12	-12%	-4%	-6%	-1%	i	0%	12	12%	0%
CCOC(=O)c1cc(N2CCCCC2)nc2ccccc12	?	10%	-2%	9%	i	4%	5	?	?
CCN(C(=O)COC(=O)CCc1ccccc1OC)c1c(N)n(Cc2ccccc2)c(=O)[nH]c1=O	-1%	-5%	24%	-1%	i	0%	3	-2%	0%
COc1ccc(C(C)(C)C)cc1NC(=O)CCCn1c(=O)oc2ccccc21	17%	-9%	-5%	-2%	i	-13%	-14	-2%	0%
CCCOC(=O)C1[C@H]2C(=O)N(Cc3ccco3)C[C@]23C=C[C@H]1O3 (stereo partly drawn)	-1%	-30%	2%	12%	i	7%	6	-9%	13%
CCN(CC)S(=O)(=O)c1ccc(OCC(=O)NC2CCS(=O)(=O)C2)c([N+](=O)[O-])c1 (stereo not drawn)	-18%	.	-2%	0%	?	5%	-5	10%	8%
CCOC(=O)c1c(N)n(-c2ccccc2CC)c2nc3ccccc3nc12	.	-1%	8%	.	i	.	.	.	?
Cc1ccc(S(=O)(=O)NCCCn2ccnc2)cc1	-1%	-3%	-7%	6%	?	10%	15	-5%	-18%
C#CCOCCOCCOCCNc1nc(N2CCN(C(=O)CCCCCCCCCCNC(=O)Cn3cc(C[C@@H](C)O)nn3)CC2)nc(N2CCN(C(=O)CCCCCCCCCCNC(=O)[C@H](CCCCN)n3cc(CCCC(=O)O)nn3)CC2)n1	2%	-8%	0%	24%	i	2%	?	-7%	3%
COc1ccc(COCC(O)CN(Cc2ccco2)Cc2ccccc2O)cc1 (stereo not drawn)	7%	-1%	-6%	-4%	i	0%	5	2%	21µM*
O=C1N/C(=C\c2ccc(O)cc2)C(O)=C1C=NCc1ccccc1	10µM*	10%	?	?	i	-1%	4	1%	?
O=[N+]([O-])c1ccc(-c2ccc(S(=O)(=O)N3CCOCC3)cc2)cc1	-1%	.	5%	?	i	11%	4	-15%	1%
COc1cccc(CCN2C(=O)CCC3=C2CCC3=O)c1	.	12%	0%	?	i	9%	0	.	6%
CC1(C)Cc2nc3oc4c(N(CCO)Cc5ccccc5)ncnc4c3cc2CO1	19%	-32%	-4%	-19%	i	-6%	-19	-8%	15µM*
CCC(C(=O)Nc1ccc(C)c(Cl)c1)n1c(=O)c(-c2ccccc2NC(C)=O)nc2ccccc21 (stereo not drawn)	.	?	2%	.	?	.	.	.	?
COc1ccc(OC)c(NC(=S)NCCSc2ccc(C)cc2)c1	0%	17%	-11%	5%	i	0%	-10	0%	23µM*
O=[N+]([O-])c1cccc(C=NN=Cc2ccccc2O)c1	11%	45%[activator]	4%	8%	i	8%	-4	0%	-14%
Cc1ccc(NC(=O)C2CCN(C(=O)NCc3ccccc3)CC2)cc1C	-3%	-14%	?	3%	i	0%	17	-16%	10%
O=C(/C=C/c1ccco1)N1CCN(c2ncccn2)CC1	3%	31%[activator]	4%	4%	i	12%	9	-2%	12%
O=C(CN1CCN(S(=O)(=O)c2ccc(Cl)cc2)CC1)NC1CC1	-1%	7%	14%	6%	i	8%	40	19%	3%
Cc1nc2ncnn2c(C)c1CCC(=O)N1CCN(c2ccccc2)CC1	.	3%	-4%	.	i	.	.	.	0%
Cc1[nH]c(C)c(S(=O)(=O)NCCc2ccccc2)c1C(=O)N1CCCC1	3%	-5%	8%	-7%	i	1%	4	?	?
COC(=O)c1ccc(CSc2nnnn2-c2ccccc2)o1	-10%	0%	-13%	2%	i	0%	4	-5%	-3%
O=C(Nc1ccc(N2CCCCC2)cc1)c1cccnc1Cl	-3%	32%	-15%	14%	i	1%	-9	15%[9.22 µM]	5%
Cc1ccc(-c2nc(N/N=C/c3ccccc3[N+](=O)[O-])c3ccccc3n2)cc1	13µM*	?	-11%	?	?	4.5µM*	7	7.3µM*	-2%
O=C(O)C1OC2OC3(CCCCC3)OC2C2OC3(CCCCC3)OC12 (stereo not drawn)	1%	1%	-1%	21%	i	22%	14	-1%	5%
Cc1ccc(S(=O)(=O)NNC(=O)c2cccnc2)cc1	7%	5%	11%	12%	i	14%	0	-2%	?
Cc1ccc(N2CN(CCc3ccccc3)CNC2=S)cc1	-1%	.	0%	1%	i	10%	12	1%	-11%
O=C(OCC(=O)N1CCN(Cc2ccccc2)CC1)c1ccc(Cl)cc1	-2%	.	7%	-3%	i	12%	14	2%	-3%
CCN(CC(=O)Nc1sc2c(c1C#N)CCC(C)C2)Cc1nc2ccccc2c(=O)[nH]1 (stereo not drawn)	59%	-1%	2%	-6%	?	?	-15	18%	5%
CCCn1c2ccccc2c2cnn(CC(=O)NCCc3ccc(S(N)(=O)=O)cc3)c(=O)c21	.	-12%	3%	.	i	.	.	.	15%
Cc1cc(NC(=O)CSc2nnc(COc3ccccc3)o2)no1	-7%	-1%	-1%	7%	i	9%	37	-2%	9%
CC(=O)N=c1sccn1CC(O)c1ccc(Br)cc1 (stereo not drawn)	0%	-8%	-6%	-6%	i	-11%	9	-10%	-27%
CCCCOc1ccc(C(=O)N(Cc2nc(-c3ccc(Cl)cc3)no2)C(C)C)cc1	.	1%	-4%	.	i	.	.	.	-10%
CCN(CC)C(=O)C(Oc1ccc(C)nc1[N+](=O)[O-])c1ccccc1 (stereo not drawn)	-8%	-9%	-3%	8%	i	14%	-11	-14%	-19%

Molecules listed so far containing a halogen, in the order listed:
SMILES	MCF10A rereplic	ATXN2 expr inh	KB-3-1 cytotox	HT1080-NT tox	S2 tox	HT1080 IDH1KD tx	IL-1B inflam inh	SW480 rereplic	KB-V1 cytotox
Cc1nc2ccc(NS(=O)(=O)c3ccc(F)c(C)c3)cc2[nH]1	2%	.	?	-17%	i	-26%	20	3%	-15%
CCC(C(=O)Nc1ccc(C)c(Cl)c1)n1c(=O)c(-c2ccccc2NC(C)=O)nc2ccccc21 (stereo not drawn)	.	?	2%	.	?	.	.	.	?
O=C(CN1CCN(S(=O)(=O)c2ccc(Cl)cc2)CC1)NC1CC1	-1%	7%	14%	6%	i	8%	40	19%	3%
O=C(Nc1ccc(N2CCCCC2)cc1)c1cccnc1Cl	-3%	32%	-15%	14%	i	1%	-9	15%[9.22 µM]	5%
O=C(OCC(=O)N1CCN(Cc2ccccc2)CC1)c1ccc(Cl)cc1	-2%	.	7%	-3%	i	12%	14	2%	-3%
CC(=O)N=c1sccn1CC(O)c1ccc(Br)cc1 (stereo not drawn)	0%	-8%	-6%	-6%	i	-11%	9	-10%	-27%
CCCCOc1ccc(C(=O)N(Cc2nc(-c3ccc(Cl)cc3)no2)C(C)C)cc1	.	1%	-4%	.	i	.	.	.	-10%
